N370S GC: inhibitors or activators of N370S glucocerebrosidase for Gaucher disease. P04062. N370S GC spleen homogenate, 4MU-glucoside fluorescence. Potency, µM (top dose mostly 59.4 µM), for inactives: at the highest dose activity change, negative = inhibition, hits mostly inhibitors. 330,000 tested, 0.092% active. AID 2101;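 also: 0% = full enzyme activity and -100% = no enzyme basal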
FEN1 inh: inhibitors of human flap endonuclease 1; 390,000 tested, 0.35% active; Potency, µM (top dose mostly 114 µM), for the others: top-dose activity change, negative = inhibition, usual class: inhibitors; P39748; Recombinant FEN1 flap cleavage, fluorescence, 15 min; also: nearly all actives have a fitted effect of over 65% in size
Target sequence (P39748 whole entry, looked up): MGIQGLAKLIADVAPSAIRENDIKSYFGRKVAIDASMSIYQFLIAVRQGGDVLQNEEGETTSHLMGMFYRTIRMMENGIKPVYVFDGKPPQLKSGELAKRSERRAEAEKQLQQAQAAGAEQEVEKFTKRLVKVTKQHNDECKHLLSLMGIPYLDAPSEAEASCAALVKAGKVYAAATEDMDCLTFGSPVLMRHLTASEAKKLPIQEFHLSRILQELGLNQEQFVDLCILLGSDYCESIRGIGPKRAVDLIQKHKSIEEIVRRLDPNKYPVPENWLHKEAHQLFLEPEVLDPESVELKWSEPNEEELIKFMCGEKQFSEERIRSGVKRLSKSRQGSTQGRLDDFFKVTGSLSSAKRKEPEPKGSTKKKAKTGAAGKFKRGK
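Nuclease activity of 10 nM FEN1 was measured after 15 min of room-temperature exposure to titrated compounds, by adding 50 nM flap substrate and reading plates at 0 and 15 min.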
TDP1 inh: blocks human tyrosyl-DNA phosphodiesterase 1. recombinant TDP1, AlphaScreen DNA substrate cleavage. 350,000 tested, 0.28% active. Potency, µM (top dose mostly 130 µM), for the others: at the top dose activity change, negative = inhibition, most hits filed as inhibitors. Q9NUW8; also: nearly all actives have a fitted effect of over 40% in size
Target sequence (Q9NUW8 whole entry, looked up): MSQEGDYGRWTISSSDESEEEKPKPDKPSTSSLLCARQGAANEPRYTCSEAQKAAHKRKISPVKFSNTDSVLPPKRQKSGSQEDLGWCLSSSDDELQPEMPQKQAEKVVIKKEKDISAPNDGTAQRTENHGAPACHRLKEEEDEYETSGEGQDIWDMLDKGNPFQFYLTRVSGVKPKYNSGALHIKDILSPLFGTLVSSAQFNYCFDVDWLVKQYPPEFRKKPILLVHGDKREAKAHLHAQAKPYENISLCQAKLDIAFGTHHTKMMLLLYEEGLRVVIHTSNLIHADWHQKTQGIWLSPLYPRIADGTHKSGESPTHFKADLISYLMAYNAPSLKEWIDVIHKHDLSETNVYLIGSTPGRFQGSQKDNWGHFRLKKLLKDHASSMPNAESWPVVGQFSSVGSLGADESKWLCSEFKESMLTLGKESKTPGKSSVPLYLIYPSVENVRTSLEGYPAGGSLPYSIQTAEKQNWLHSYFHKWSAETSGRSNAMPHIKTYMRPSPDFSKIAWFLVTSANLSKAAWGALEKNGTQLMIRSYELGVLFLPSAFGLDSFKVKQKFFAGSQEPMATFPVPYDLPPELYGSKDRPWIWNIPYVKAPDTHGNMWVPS
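Recombinant E. coli-expressed Tdp1 (1 nM) preincubated with compound 15 min at RT, then 5'-biotin/3'-phosphotyrosine-FITC DNA substrate (15 nM) added for 5 min. AlphaScreen beads (10 ug/ml) added, 10 min RT; tyrosine-FITC cleavage read as signal loss.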
Active calls of the source: *; ? = inconclusive; . = not tested or not shown; [ ] = remark or other dose. Calls follow the shape of the dose curve; as a rule, active = well fitted curve in the direction sought with a large enough effect; inconclusive = small, poorly fitted or top-dose-only effect, or another doubt; inactive = no such curve, though single readings can be large; an effect the other way counts as inactive or inconclusive. Unless noted, % is scaled to controls: 0 for no effect and ±100 for the full control effect; potency is read from the fitted curve at half-maximal effect.

| N370S GC | FEN1 inh | TDP1 inh | Structure |
| --- | --- | --- | --- |
| 2% | -6% | 6% | Nc1cc(=O)[nH]n1C1CCN(c2ccccc2)CC1 |
| ? | -10% | -4% | COC(=O)c1sccc1NC(=O)c1c(C)noc1C |
| -14% | -2% | 2% | COc1ccc(NC(=O)CN(C)C(=O)CN2C(=O)c3ccc([N+](=O)[O-])cc3C2=O)cc1 |
| -7% | -12% | -2% | O=C(/C=C/c1ccccc1Cl)Nc1ccncc1 |
| 3% | -19% | 7% | O=c1nc(/C=C/c2cccn2-c2ccc([N+](=O)[O-])cc2)cc(C(F)(F)F)[nH]1 |
| -11% | -17% | 1% | Cc1cc(OC(C)C)nc(NCc2ccccc2)n1 |
| 6% | -8% | 3% | CC1CN(C(=O)COC(=O)c2ccc(Cl)nc2)CC(C)O1 (stereo not drawn) |
| -2% | 19% | . | O=C1NCN(CCO)CN1 |
| -11% | -7% | 2% | CC(=O)NC(CC(=O)OCC(=O)Nc1ccc2c(c1)OCO2)c1ccccc1 (stereo not drawn) |
| . | 21% | -3% | CC(CNC(=O)CN1C(=O)C(=O)N(C2CCCC2)C1=O)c1ccccc1 (stereo not drawn) |

Just N370S GC and TDP1 inh, for 4 of the compounds above:
Structure	N370S GC	TDP1 inh
COc1ccc(NC(=O)CN(C)C(=O)CN2C(=O)c3ccc([N+](=O)[O-])cc3C2=O)cc1	-14%	2%
O=C(/C=C/c1ccccc1Cl)Nc1ccncc1	-7%	-2%
O=c1nc(/C=C/c2cccn2-c2ccc([N+](=O)[O-])cc2)cc(C(F)(F)F)[nH]1	3%	7%
Cc1cc(OC(C)C)nc(NCc2ccccc2)n1	-11%	1%

(next part)
| N370S GC | FEN1 inh | TDP1 inh | Structure |
| --- | --- | --- | --- |
| 3% | -4% | 5% | O=C(c1ccncc1)N1CCN(C(=O)c2ccncc2)CC1 |
| -1% | 0% | . | Cc1nnc(Nc2ccc(S(N)(=O)=O)cc2)c2ccccc12 |
| 8% | 5% | 5% | CC(=O)Nc1ccc(S(=O)(=O)NCC2CCC(C(=O)NC3CCCCCC3)CC2)cc1 (stereo not drawn) |
| -8% | 2% | 6%[56.1 µM] | O=S(=O)(c1ccccc1)c1nc(-c2ccccc2)oc1NCCCN1CCOCC1 |
| -23% | -4% | . | CCN(CC)S(=O)(=O)c1ccc(N2CCN(C)CC2)c(NC(=O)COc2ccc(F)cc2Cl)c1 |
| -17% | 12% | . | CC(C)CCC[C@@H](C)[C@H]1CC[C@H]2[C@@H]3C(=O)C=C4C[C@@H](O)CC[C@]4(C)[C@H]3CC[C@]12C |
| 8% | 0% | 2% | CC(C)NC(=O)CCCC(=O)NC(C)C |
| 12% | . | 2% | C[C@@H](C(=O)N1CCN(C(=O)OC(C)(C)C)CC1)n1cc(-c2cn([C@@H](C)C(=O)N3CCN(C(=O)OC(C)(C)C)CC3)nn2)nn1 |
| -1% | 1% | 1% | Cc1nc(N2CCOCC2)c2c3c(sc2n1)CCC3 |
| . | -9% | 2% | C[C@H]1CN([C@@H](C)CO)C(=O)Cc2cc(NS(=O)(=O)c3cccs3)ccc2O[C@H]1CN(C)S(=O)(=O)c1cn(C)cn1 |

(next part)
| N370S GC | FEN1 inh | TDP1 inh | Structure |
| --- | --- | --- | --- |
| -24% | 12% | 2% | Cc1c(NC(NC(=O)CC(C)C)C(Cl)(Cl)Cl)c(=O)n(-c2ccccc2)n1C (stereo not drawn) |
| 7% | -1% | -2% | O=C(NNS(=O)(=O)c1ccc(F)c(Cl)c1)c1cccc(S(=O)(=O)N2CCOCC2)c1 |
| . | -1% | -3% | Cc1cc(C(=O)NNC(=O)c2ccccc2F)c2ccccc2n1 |
| -2% | -11% | -2% | COc1cc(-c2nnc(SCC(=O)c3ccccc3)o2)cc(OC)c1OC |
| 0%[21.6 µM] | . | -2%[21 µM] | Cc1ccccc1N1C(=O)c2cc(S(N)(=O)=O)c(Cl)cc2N[C@H]1C |
| -23% | 6% | 1% | O=C1CC(c2ccc3c(c2)OCO3)CN1 (stereo not drawn) |
| 3% | -4% | -1% | Cc1ccccc1NC(=O)COC(=O)c1n[nH]c(=O)c2ccccc12 |
| 17% | 5% | 4% | CCC(C)NC(=O)Cc1cn(C)c2ccccc12 (stereo not drawn) |
| 6% | -7% | 0% | CCOc1ccc(-c2nc(N)ncc2-c2ccccc2OC)c(O)c1 |
| 19% | 1% | 2% | Cn1cccc1C(=O)NC(=O)CSc1nc2ccccc2s1 |

Some of these compounds in order of the FEN1 inh value, falling.
molecule	FEN1 inh
O=C1CC(c2ccc3c(c2)OCO3)CN1 (stereo not drawn)	6%
CCC(C)NC(=O)Cc1cn(C)c2ccccc12 (stereo not drawn)	5%
Cn1cccc1C(=O)NC(=O)CSc1nc2ccccc2s1	1%

Continuation.
| N370S GC | FEN1 inh | TDP1 inh | Structure |
| --- | --- | --- | --- |
| . | ? | 0% | Cc1ccc(S(=O)(=O)c2nc(-c3ccco3)oc2SCc2ccccc2Cl)cc1 |
| -3% | ? | 2% | Cc1c(C)n(CCN(C)C)c2ccc(C(=O)OCCN(C)C)cc12 |
| . | -8% | 5% | CCOc1ccc(/C=C/c2nc(C#N)c(Nc3ccc(OCC)cc3)o2)cc1 |
| . | -3% | -7% | Cc1ccc(NC(=O)C2CCCN(c3nc4ccccc4s3)C2)c(C)c1 (stereo not drawn) |
| 7% | -16% | 2% | CCCCc1nnc(NC(=O)CCSc2ccccc2)s1 |
| -14% | ? | 5% | Cc1nc(-c2ccc(S(=O)(=O)NCC3CCN(C(=O)OC(C)(C)C)CC3)s2)cs1 |
| 5% | -4% | 2% | CCOC(=O)c1cnn(-c2cc(Oc3cccc(C)c3)ncn2)c1N |
| -25% | -14% | 5% | O=C(NCCN1CCN(c2cccc(Cl)c2)CC1)c1ccc(CSc2nc3ccncc3[nH]2)cc1 |
| -24% | . | 8% | COc1cc2c(C(=O)Nc3ccc4c(c3)OCO4)cn(CC(C)C)c(=O)c2cc1OC |
| -18% | -2% | 3% | CC(C)=C1SC(N2CCOCC2)=NC1=O |

(further entries)
| N370S GC | FEN1 inh | TDP1 inh | Structure |
| --- | --- | --- | --- |
| -3% | -21% | -6% | COc1ccccc1NC(=O)CCNS(=O)(=O)c1ccc2[nH]c(=O)oc2c1 |
| -6% | -2% | -11%[56.1 µM] | CCOc1ccc(OCC)c(NC(=O)CN2CCN(CC)CC2)c1 |
| -3% | 4% | . | CCOc1ccc(C(=O)COC(=O)Cc2n[nH]c(=O)c3ccccc23)cc1 |
| -5% | 0% | 4% | COCc1cc(=O)n2[nH]c(-c3ccccc3)cc2n1 |
| 5% | -3% | 0% | CC(C)CCNC(=O)C(c1cccnc1)N(CCc1ccccc1)C(=O)Cn1nnc2ccccc21 (stereo not drawn) |
| . | 19% | 2% | O=C(CSc1nc2c([nH]c3ccccc32)c(=O)n1-c1ccc(Cl)cc1)NCC1CCCO1 (stereo not drawn) |
| -17% | -17% | 8% | O=C(Cc1c[nH]c2ccccc12)OCCOC(=O)Cc1c[nH]c2ccccc12 |
| 10% | -2% | 4% | O=S(=O)(c1cccc(C(F)(F)F)c1)N1CCN(c2nnnn2-c2ccccc2)CC1 |
| -2% | 12% | -9% | COc1ccc(-n2c(SCC(=O)Nc3ccccc3)nnc2-c2ccc(NS(=O)(=O)c3ccc(C)cc3)cc2)cc1 |
| 9% | 1% | 4% | COC(=O)C1=C(Nc2ccccc2NS(=O)(=O)c2ccc(C(F)(F)F)cc2Cl)CSC1 |

Next part
| N370S GC | FEN1 inh | TDP1 inh | Structure |
| --- | --- | --- | --- |
| . | 16% | -3% | Cc1ccc(C(=O)Nc2c(-c3ccccc3)nc3ccccn23)cc1 |
| 21% | -8% | 7% | O=C(Cc1ccccc1)N/N=C/c1ccccc1Cl |
| -9% | 6% | 3% | O=C(Nc1ccccc1)N1CCNCC1 |
| -1% | -15% | . | Cc1ccsc1/C=N/NC(=O)C1CC(=O)N(c2ccc(F)cc2)C1 (stereo not drawn) |
| . | -2% | 3% | Cc1ccc2c(c1)c1c(c(=O)n(-c3ccccc3C)c(=O)n1CC(=O)NCCC1=CCCCC1)n2C |
| 6% | 17% | 0% | Cc1cc(C(=O)N2CCOCC2)n(-c2ccccc2)n1 |
| . | ? | 2%[12.3 µM] | CCOc1cc(C(c2c(C)[nH]n(-c3ccccc3)c2=O)c2c(C)[nH]n(-c3ccccc3)c2=O)ccc1O |
| . | -2% | 4%[12.3 µM] | Cc1ccccc1C(=O)Nc1cc2c(cc1N1CCOCC1)n(C)c(=O)n2C |
| 12% | 7% | 3% | Cc1ccc(CNc2ccc(N3C(=O)CCCC3=O)cc2[N+](=O)[O-])cc1 |
| . | -1% | 8% | CCC1=Nc2cc(C(=O)NC(C)c3ccccc3)ccc2Sc2ccc(Cl)cc21 (stereo not drawn) |

(next part)
| N370S GC | FEN1 inh | TDP1 inh | Structure |
| --- | --- | --- | --- |
| -8% | 1% | 9% | COc1cc(C(=O)Nc2cccc(-c3nnc(-c4ccco4)o3)c2)ccc1OC(C)=O |
| 2% | -17% | 1% | CCOc1ccc2c(c1)[N+](C)(C)C(C)(C)C=C2C |
| -7% | 11% | 0% | COc1ccccc1NC(=O)C(C)OC(=O)CC1CCCC1 (stereo not drawn) |
| -27% | 10% | -1% | CCOC(=O)C1=C(C)Nc2nc(SC)nn2C1c1ccc(C(=O)OC)cc1 (stereo not drawn) |
| . | 1% | 6% | CCc1ccc(C2=C(C)C(N3CCC(C(=O)NCc4ccccc4)CC3)=NS2(=O)=O)cc1 |
| . | 7% | -6% | COc1cc(C2c3c(oc4ccccc4c3=O)C(=O)N2c2nncs2)cc(OC)c1OC (stereo not drawn) |
| ? | 19% | 0% | O=C(Nc1ccccc1)c1cnc2n(c1=O)CCS2 |
| . | -2% | 10% | COc1ccc(N(C(=O)/C=C\C(=O)Nc2ccc(Cl)cc2)C(C(=O)NCc2ccco2)c2ccc(C)cc2)cc1 (stereo not drawn) |
| -13% | 15% | 2% | Cc1cc(C(=O)CN2C(=O)CN(C)C2=O)c(C)n1-c1cccc(S(=O)(=O)N2CCOCC2)c1 |
| -1% | -7% | 4% | CCOc1ccc(Nc2cc(C)nc3c(C)cccc23)cc1 |

Part of the list above, with values under each structure:
Sequence of screens: N370S GC | FEN1 inh | TDP1 inh
> COC(=O)c1sccc1NC(=O)c1c(C)noc1C
    ? | -10% | -4%
> C[C@H]1CN([C@@H](C)CO)C(=O)Cc2cc(NS(=O)(=O)c3cccs3)ccc2O[C@H]1CN(C)S(=O)(=O)c1cn(C)cn1
    . | -9% | 2%
> O=C(/C=C/c1ccccc1Cl)Nc1ccncc1
    -7% | -12% | -2%

Two of the compounds above, with bars between the fields.
compound | N370S GC | FEN1 inh | TDP1 inh
COc1ccc(NC(=O)CN(C)C(=O)CN2C(=O)c3ccc([N+](=O)[O-])cc3C2=O)cc1 | -14% | -2% | 2%
O=C(/C=C/c1ccccc1Cl)Nc1ccncc1 | -7% | -12% | -2%

Going on with the list.
| N370S GC | FEN1 inh | TDP1 inh | Structure |
| --- | --- | --- | --- |
| . | -10% | 1%[56.1 µM] | COc1ccc2[nH]c3c(c2c1)CCN1C(=O)C(CC(=O)NCc2ccc(OC)c(OC)c2)C[C@H](C(=O)N(C(C)C)C(C)C)[C@@]31C (stereo partly drawn) |
| 2% | 1% | 0% | C=C(C)CN1CCN(c2c(CCC#N)c(C)c(C#N)c3nc4ccccc4n23)CC1 |
| 0% | . | 15% | CCO |
| 5% | 9% | 3% | NC(=O)c1ccc(NC(=O)COC(=O)c2c3c(nc4ccccc24)/C(=C\c2ccc4c(c2)OCO4)CCC3)cc1 |
| -16% | 15% | 8% | O=C(Cn1cc2c(n1)CCCC2)NCCCN1CCN(C2CCCCC2)CC1 |

Bioassay records from PubChem.
